TDP-43 yeast inh – qHTS of TDP-43 Inhibitors; TDP-43 expressing yeast growth rescue, BacTiter-Glo, 24 h; Potency, µM (series often up to 46.1 µM), without a hit: at the highest dose growth rescue (activation), actives largely listed as activators; 410,000 tested, 1.8% active; AID 652104, 2013; also: % of control where 0% means no effect; nearly all actives have a fitted effect of over 50% in size
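In this qHTS, compounds that restore growth of yeast expressing TDP-43 appear as activators. Cells (OD600=0.02, galactose medium, raffinose-pregrown) are incubated with compound 24 hr at 30 deg C and growth is quantified by BacTiter-Glo.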
EPAC2 ag – qHTS for Agonist of cAMP-regulated guanine nucleotide exchange factor 4 (EPAC2): primary screen | Rap guanine nucleotide exchange factor 4 (Homo sapiens), Q8WZA2 | EPAC2 activation, biochemical qHTS; response scale: 100% = 6.5 mM cAMP response | Potency, µM (series often up to 154 µM), for inactives: top-dose activation, hits mostly activators | 360,000 tested, 0.079% active; also: nearly all actives have a fitted effect of over 50% in size
Target sequence (Q8WZA2 whole entry, looked up): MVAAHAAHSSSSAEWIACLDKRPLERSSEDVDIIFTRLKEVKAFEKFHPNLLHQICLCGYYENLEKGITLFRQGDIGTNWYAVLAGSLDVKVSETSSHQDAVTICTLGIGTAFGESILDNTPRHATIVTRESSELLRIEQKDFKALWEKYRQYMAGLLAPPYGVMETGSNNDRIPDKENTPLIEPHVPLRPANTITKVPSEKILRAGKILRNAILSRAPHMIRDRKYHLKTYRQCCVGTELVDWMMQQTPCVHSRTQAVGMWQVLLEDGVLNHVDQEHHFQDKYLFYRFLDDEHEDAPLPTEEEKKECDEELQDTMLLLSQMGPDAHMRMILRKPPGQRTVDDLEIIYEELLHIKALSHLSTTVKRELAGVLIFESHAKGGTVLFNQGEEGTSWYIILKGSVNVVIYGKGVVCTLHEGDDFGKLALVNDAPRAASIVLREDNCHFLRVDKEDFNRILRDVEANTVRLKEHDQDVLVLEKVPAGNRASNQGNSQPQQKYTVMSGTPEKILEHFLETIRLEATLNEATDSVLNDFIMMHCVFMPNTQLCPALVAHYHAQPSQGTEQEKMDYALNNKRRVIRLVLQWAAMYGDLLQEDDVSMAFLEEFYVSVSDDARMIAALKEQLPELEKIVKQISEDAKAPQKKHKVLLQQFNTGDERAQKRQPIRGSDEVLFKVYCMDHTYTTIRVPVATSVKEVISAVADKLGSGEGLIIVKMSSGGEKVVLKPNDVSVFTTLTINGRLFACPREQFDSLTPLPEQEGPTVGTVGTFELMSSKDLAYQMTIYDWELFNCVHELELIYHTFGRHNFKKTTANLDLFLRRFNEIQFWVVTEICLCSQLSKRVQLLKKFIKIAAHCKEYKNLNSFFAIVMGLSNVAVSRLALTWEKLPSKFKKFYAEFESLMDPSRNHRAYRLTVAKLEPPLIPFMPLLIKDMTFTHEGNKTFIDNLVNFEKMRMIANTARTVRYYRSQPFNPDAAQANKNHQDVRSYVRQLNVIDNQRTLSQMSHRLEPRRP
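Guanine nucleotide exchange by EPAC2 is measured as reduced fluorescence of BODIPY-GDP once it is released from 250 nM Rap1B. Plates are read kinetically for 30 min at room temperature; results are scaled to 6.5 mM cAMP.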
EPAC1 antag – qHTS for Antagonist of cAMP-regulated guanine nucleotide exchange factor 3 (EPAC1): primary screen; AID 720709, 2013; Rap guanine nucleotide exchange factor 3 (Homo sapiens), O95398; EPAC1 GEF assay, Rap1b-BODIPY-GDP exchange fluorescence; Potency, µM (titrated, usually from 115 µM), for inactives: top-dose activity change, negative = inhibition, most hits filed as inhibitors; 360,000 tested, 0.14% active;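 also: plate controls were vehicle for no effect and positive control for full effect; nearly all actives have a fitted effect of over 50% in size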
EPAC1 ag – qHTS for Agonist of cAMP-regulated guanine nucleotide exchange factor 3 (EPAC1): primary screen; Rap guanine nucleotide exchange factor 3 (Homo sapiens), O95398; 360,000 tested, 0.073% active; AID 720707, 2013; EPAC1 agonist qHTS, biochemical assay; response scale: 100% = response to 6.5 mM cAMP; Potency, µM (highest dose often 154 µM), for the others: at the highest dose activation, most hits filed as activators; also: nearly all actives have a fitted effect of over 60% in size
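Nucleotide exchange assay: 100 nM EPAC1 with 250 nM Rap1B loaded with BODIPY-GDP and 50 uM GDP, room temperature. Fluorescence (480/540 nm) read every 5 min for 30 min; signal change normalized to 6.5 mM cAMP as full agonist.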
aSyn yeast inh – qHTS of alpha-syn Inhibitors. Yeast expressing alpha-synuclein, growth rescue, BacTiter-Glo, 24 h. Potency, µM (top dose mostly 46.1 µM), without a hit: at the top dose growth rescue (activation), most hits filed as activators. 370,000 tested, 0.14% active. AID 652106, 2013; also: % of control where 0% means no effect; nearly all actives have a fitted effect of over 65% in size
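Screening used galactose-induced yeast with toxic alpha-synuclein levels, exposed to compound for 24 hr at 30 deg C. Cell growth, read with BacTiter-Glo luminescence, gave the measured signal.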
PTHR1 ag – qHTS for PTHR1 Agonists: Primary Screen; 410,000 tested, 0.075% active; Potency, µM (top dose mostly 115 µM), inactives show at the top dose activation, most hits filed as activators; HEK293 GP2 PTHR1 cells, GloSensor cAMP luminescence, 1 h; also: nearly all actives have a fitted effect of over 55% in size; some results filed as inactive show a strong effect at the top dose; inactives centre near -15; many of its hits are not listed in these tables
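HEK-293-derived GP2 cells expressing PTHR1 and a GloSensor cAMP reporter, 3,000/well, plated overnight, given luciferin plus IBMX (each 0.5 mM as added) for 1 h at 37 °C, then compound for 1 h at 37 °C. Luminescence was read after 15 min at room temperature.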
FUS suppressor – qHTS for Suppressors of FUS Proteinopathy: Primary screen using FUS-linked yeast assay; S. cerevisiae FUS-expressing, growth rescue, OD600, 24 h; Potency, µM (doses to about 76.6 µM), inactives show at the top dose growth rescue (activation), hits mostly activators; 390,000 tested, 0.24% active;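 also: plate controls were DMSO vehicle for no effect and reference control for full effect; nearly all actives have a fitted effect of over 55% in size; some results filed as inactive show a strong effect at the top dose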
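Toxicity suppression screen in FUS-yeast. Cells induced with 2% galactose, starting OD 0.005, treated 24hr at 30C with compounds at multiple final concentrations; growth by OD600.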
EPAC2 antagonist – qHTS for Antagonist of cAMP-regulated guanine nucleotide exchange factor 2 (EPAC2): primary screen. Potency, µM (doses to about 114 µM), inactives show top-dose activity, negative = inhibition, hits mostly inhibitors. AID 720708, 2013. EPAC2 GEF exchange of Rap1B-BODIPY-GDP, fluorescence. 360,000 tested, 0.18% active. Rap guanine nucleotide exchange factor 4 (Homo sapiens), Q8WZA2; also: % is scaled to controls: 0 for no effect and ±100 for the full control effect; nearly all actives have a fitted effect of over 45% in size; many of its hits are not listed in these tables
* hit, by the source's call; i = inactive; ? = inconclusive; · = not tested or not shown; [ ] = another dose, or the depositor's remark. Calls follow the shape of the dose curve; as a rule, active = well fitted curve in the direction sought with a large enough effect; inconclusive = small, poorly fitted or top-dose-only effect, or another doubt; inactive = no such curve, though single readings can be large; an effect the other way counts as inactive or inconclusive. Potency is read from the fitted curve at half-maximal effect. Only part of the results is shown, so the mix of outcomes need not match the whole.

SMILES	TDP-43 yeast inh	EPAC2 ag	EPAC1 antag	EPAC1 ag	aSyn yeast inh	PTHR1 ag	FUS suppressor	EPAC2 antagonist
CCC(C)(C)n1nnnc1C(c1cc2ccc(OC)cc2[nH]c1=O)N1CCCCC1 (centres undefined)	-15%	4%	-1%	2%	4%	-6%[57.5 µM]	31%	-1%
COCCN=C1OC(=O)N2C(=O)C3=C4[C@@H](C[C@H]5C(=O)N(c6ccccc6)C(=O)[C@H]5[C@H]4[C@@]12Cc1ccccc1)[C@H]1C(=O)N(c2ccccc2)C(=O)[C@H]1[C@H]3C	1%	4%	-5%	-17%	0%	-12%	41%	9%
CN(CCO)CC(O)CN(c1ccccc1)c1ccccc1 (centres undefined)	21%	1%	-10%	5%	3%	i	10%	5%
COc1ccc(-n2ncc(Cl)c(Cl)c2=O)cc1	?	2%	?	0%	6%	-37%[inhibitor]	10%	-7%
COc1ccc(CNC(=O)/C=C/c2cc([N+](=O)[O-])ccc2OC(F)F)cc1	-8%	-5%	-4%	-7%	1%	-3%[57.5 µM]	21%	-12%
COC(=O)c1ccc2c(=O)n(Cc3ccc(C(=O)NCCCN4CCOCC4)cc3)c(=S)[nH]c2c1	-3%	8%	-16%	-2%	-10%	-11%	1%	0%
CCOC(=O)C1CCCN(c2c(NCCc3ccccc3)c(=O)c2=O)C1 (centres undefined)	-8%	-7%	0%	2%	-9%	i	3%	4%
CCc1nn2c(N3CCOCC3)cc(C)nc2c1-c1ccc(F)cc1	-17%	4%	3%	-1%	1%	-13%[57.5 µM]	18%	15%
COc1cccc(NC(=O)CN2C(=O)NC(C)(C3CC3)C2=O)c1 (centres undefined)	-9%	3%	2%	11%	-2%	-10%	·	-3%
CCc1ccc(C(=O)NC(CCSC)C(=O)O)cc1 (centres undefined)	2%	4%	-19%	-3%	3%	i	·	1%
Cc1cc(NC(=O)C2CCCO2)ccc1Br (centres undefined)	8%[9.22 µM]	13%	-1%	-5%	3%	-6%	22%	-1%
O=C(Nc1cccc(Cl)c1)c1nc[nH]c1C(=O)N1CCN(c2ccccc2)CC1	0%	1%	13%	13%	-1%	i	-17%	-17%
CCCCC1CCC(C(=O)N(C)CC(=O)Nc2cccc(OC)c2)CC1 (centres undefined)	12%	-4%	?	-1%	8%	-24%	3%	-26%
S=C(NCCc1ccncc1)Nc1cccc2ccccc12	11%[9.22 µM]	-1%	8%	12%	1%	-9%	11%	4%
Cc1ccc(C(=O)NNC(=O)C2CCN(c3nccc(C)n3)CC2)cc1	-28%	-4%	0%	4%	3%	-5%[57.5 µM]	-4%	-1%
O=C(NCc1ccccc1)c1cc[n+](CC(=O)c2cccs2)cc1	3%	7%	-17%	8%	0%	i	0%	11%
CN(C)S(=O)(=O)c1ccc(C(=O)N2CCN=C2SCc2ccccc2)cc1	14%	-1%	-12%	-10%	3%	-17%	-21%	-16%
O=C(NC1CC1)c1c[nH]c2ccc(S(=O)(=O)Nc3cccc(C(F)(F)F)c3)cc2c1=O	-10%	-7%	-22%	12%	-5%	i	-3%	-2%
CCCCn1c(-c2ccccc2)nnc1-c1ccccc1	21%	-5%	6%	-5%	14%	i	14%	-1%
COc1ccc(N2CCCn3c2nc2c3c(=O)n(Cc3ccccc3)c(=O)n2C)c(OC)c1	15%[9.22 µM]	12%	-5%	5%	-3%	-25%	4%	-14%
Cc1ccc(S(=O)(=O)C[C@@H]2OC[C@H](C(C)C)N2S(=O)(=O)c2ccc(C)cc2)cc1	16%	4%	-2%	-6%	4%	-4%	?	-7%
COc1ccc(NC(C)C(=O)N/N=C/c2ccccc2OCc2cccc(Br)c2)cc1 (centres undefined)	-8%	8%	-13%	1%	0%	-7%	13%	-9%
O=C(Nc1ccc(N2CCCC2)cc1)c1cccc(F)c1	-12%	4%	-1%	-2%	-6%	-6%	?	2%
Cc1cc(C)c(C)c(S(=O)(=O)N2CCN(C(=O)CCC(=O)N3CCOCC3)CC2)c1C	9%	3%	-4%	-5%	8%	-18%	8%	-14%
COc1ccc(NC(=O)CCc2nc(-c3ccc(C)cc3)no2)c(OC)c1	8%	-9%	3%	-10%	-13%	i	8%	9%
C=CC[C@@H](CC(=O)N(CCO)Cc1ccccc1)C(=O)NC[C@H](OC(=O)[C@@H](CC=C)Cc1ccc(F)cc1)c1ccccc1	0%	1%	-22%	-28%	4%	-8%	?	-18%
Cc1ccc(-c2cc(NC=O)c3ncc(-c4cccc(C(=O)N(C)C)c4)n3c2)cc1	0%	13%	-8%	6%	-1%	-9%	?	?
CC(NC(=O)CN(C)Cc1cccs1)c1ccccc1 (centres undefined)	-14%[9.22 µM]	-9%	-4%	1%	1%	i	7%	-23%
CC1CN(c2ccc(C(=O)c3ccccc3C(=O)O)cc2[N+](=O)[O-])CC(C)O1 (centres undefined)	6%	3%	-7%	-13%	-4%	-27%	-21%	1%
CN(C)c1ccc(C(=S)N2CCNCC2)cc1	-2%	-6%	-2%	-5%	-4%	-21%	·	3%
COc1ccc(O)c(/C=N/c2nc3ccccc3n2C)c1	-21%	-6%	9%	-4%	4%	-25%	-17%	-6%
Cc1noc(NS(=O)(=O)c2ccc(NC(=O)c3cc(S(=O)(=O)Nc4ccc(F)cc4)ccc3Cl)cc2)c1C	10%	9%	?	-8%	5%	27%	·	-10%
CC1CCCN(CCOCCOc2ccccc2-c2ccccc2)C1 (centres undefined)	-21%	-1%	3%	-8%	9%	i	·	19%
CCOC(=O)C1CCCN(C(=O)c2cn(-c3ccccc3)nc2-c2cccnc2)C1 (centres undefined)	-11%	-6%	17%	-1%	3%	-4%	6%	-2%
CN(C)c1ccc(C(=O)c2ccc(N(C)C)c3ccccc23)cc1	6%	6%	-10%	8%	1%	?	25%	?
COc1ccc(C(CC(=O)NCC(OC)OC)NS(=O)(=O)c2ccc(Cl)cc2)cc1 (centres undefined)	-2%	0%	?	-1%	-4%	i	23%	1%
O=C1CC(c2cccc(Cl)c2)c2cc3c(cc2N1)CCC3 (centres undefined)	-1%	16%	-7%	17%	4µM*	-8%[57.5 µM]	14%	6%
CCOC(=O)c1c(C)n(C)c2ccc(OC(=O)c3ccc([N+](=O)[O-])cc3)cc12	-2%	-5%	18%	9%	1%	i	-3%	1%
CC(C)(C)NC[C@@H](O)COc1cccc2c1CCCC2=O	?	3%	-14%	7%	0%	-18%	-34%	8%
Cc1cc(NC(=O)c2cc(-c3ccccn3)nc3ccccc23)no1	0%	4%	3%	0%	1%	i	7%	-1%

A second format for 5 compounds above.
Every second line gives: TDP-43 yeast inh	EPAC2 ag	EPAC1 antag	EPAC1 ag	aSyn yeast inh	PTHR1 ag	FUS suppressor	EPAC2 antagonist
Cc1noc(NS(=O)(=O)c2ccc(NC(=O)c3cc(S(=O)(=O)Nc4ccc(F)cc4)ccc3Cl)cc2)c1C
→ 10%	9%	?	-8%	5%	27%	·	-10%
COc1ccc(N2CCCn3c2nc2c3c(=O)n(Cc3ccccc3)c(=O)n2C)c(OC)c1
→ 15%[9.22 µM]	12%	-5%	5%	-3%	-25%	4%	-14%
CCCCC1CCC(C(=O)N(C)CC(=O)Nc2cccc(OC)c2)CC1 (centres undefined)
→ 12%	-4%	?	-1%	8%	-24%	3%	-26%
COc1ccc(-n2ncc(Cl)c(Cl)c2=O)cc1
→ ?	2%	?	0%	6%	-37%[inhibitor]	10%	-7%
Cc1ccc(C(=O)NNC(=O)C2CCN(c3nccc(C)n3)CC2)cc1
→ -28%	-4%	0%	4%	3%	-5%[57.5 µM]	-4%	-1%

The results go on.
SMILES	TDP-43 yeast inh	EPAC2 ag	EPAC1 antag	EPAC1 ag	aSyn yeast inh	PTHR1 ag	FUS suppressor	EPAC2 antagonist
CC(C)CCOCC1CC2(CC(C)(c3csc(N)n3)OC2=O)C(=O)O1 (centres undefined)	-4%	1%	16%	0%	1%	i	-2%	15%
CCCS(=O)(=O)NC(=O)C1(C)CCN(C(=O)CSc2ccccc2)C1 (centres undefined)	18%	5%	18%	5%	3%	i	-14%	11%
CCN(CC)CCNC(=O)Cc1c(C(=O)O)n(CC)c2ccccc12	-4%	-13%	-2%	6%	3%	?	-29%	-2%
Cc1ccc(S(=O)(=O)Nc2nc(C)c(NC(=O)OCCCl)s2)cc1	11%	-7%	5%	-8%	-5%	i	·	11%
COc1cccc2cc(C(=O)N3CCN(c4ncccn4)CC3)c(=O)oc12	-18%	11%	19%	0%	-4%	i	-2%	13%
CCc1ccc(NC(=O)COc2ccc(/C=C(/C#N)c3nc4ccccc4[nH]3)cc2OC)cc1	-1%	3%	3%	0%	-1%	1%	·	-2%
C=CCN1C(=O)/C(=C\C=C2\N(C)c3ccccc3C2(C)C)SC1=S	-18%	20%	10%	6%	-10%	-7%	-9%	204%[activator]
CCc1nc2ccc(C(=O)Nc3cccc(NS(C)(=O)=O)c3)cn2c1N(C)CCCc1ccccc1	0%	19%	-24%	1%	-1%	-30%	25%	-2%
CCCCn1c(N)c(N(CCOC)C(=O)CCNC(=O)c2ccc(Cl)cc2)c(=O)[nH]c1=O	-22%	3%	10%	-1%	0%	-16%	2%	20%
Cc1nn(-c2ccccn2)c2nc(-c3cccs3)cc(C(=O)N3CCOCC3)c12	5%	4%	-4%	4%	17%	i	15%	-1%
O=C(CCC1CCN(C(=O)c2cccc(Cl)c2F)CC1)Nc1ccccc1	14%	0%	-2%	-4%	1%	-9%	·	-6%
CCSc1nc2sc3c(c2c(=O)[nH]1)CC(C)(C)OC3	1%	0%	-25%	-7%	8%	-8%	-4%	-1%
CCCC(C(=O)NCCC(C)C)N(Cc1ccccc1Cl)C(=O)c1snc(C(N)=O)c1N (centres undefined)	15%	1%	-14%	-1%	5%	i	43%	?
Cc1ccc(C)c(C(=O)COC(=O)CN2C(=O)C3C4C=CC(C4)C3C2=O)c1 (centres undefined)	-5%	2%	-26%	-2%	3%	-5%	2%	-3%
Cc1cc2[nH]c(=O)c(=O)[nH]c2cc1S(=O)(=O)NC1CCC(C)CC1 (centres undefined)	-4%	3%	?	10%	-5%	19%	-3%	-11%

Screens: PubChem, National Center for Advancing Translational Sciences (NCATS)
